RAD52 anneal inh: blocks human RAD52 DNA annealing. P43351. recombinant RAD52 DNA annealing, FRET fluorescence. inhibition, % at 18.7 µM. hit rate 0.46% among 360,000. AID 651710;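 active means every replicate showing at least 50% inhibition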
esBAF inh: SWI/SNF esBAF complex inhibition; reporter increase, % at 12.5 µM; mouse ES cells, Bmi1-luciferase knock-in reporter, 24 h; 100% = twice the neutral-well signal; AID 602393; hit rate 2% among 350,000; in the data active means activation above about 40%;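 further: 0% = median of the plate's neutral control wells and 100% = double that signal; a rise in the Bmi1 reporter signal indicates esBAF inhibition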
XiGFP reactiv: reactivates the inactive X chromosome in mouse fibroblasts | XiGFP mouse fibroblasts, % GFP-positive cells imaging, 3 d; cells co-treated with 5-aza-dC sensitizer; scaled so ellipticine positive control = 100% | activation, % at 7.58 µM | hit rate 0.055% among 360,000 | AID 743238;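 active means mean normalized replicate activation at least 10% and every replicate at or above 10%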;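 further: 0% = median of on-plate neutral control wells and 100% = ellipticine 6 µM median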
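System: XiGFP fibroblasts, SV40-immortalized. Medium: DMEM plus 5-aza-dC sensitizer. Doses: single point. Timing: 3 d treatment, 15 min room-temperature fixation. Control set: ellipticine 6 µM.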
FN deposit inh: fibronectin deposition inhibition; AID 743247; inhibition, % at 12.6 µM; AH1F fibroblasts, Alexa488-fibronectin deposition fluorescence, overnight; hit rate 0.086% among 350,000;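 active means mean inhibition across replicates of 30% or more, regardless of how many single replicates reach that level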;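 further: positive control wells lacked labelled fibronectin entirely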
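Material: AH1F fibroblast monolayer depositing Alexa488-labelled fibronectin into matrix / Amount: 10000 AH1F cells per well / Signal: fluorescence 485/525 nm / Medium: DMEM, 2% serum / Compound: single dose, pinned / Incubation: 1 h cell adhesion before compound, then overnight fibronectin incubation / Reagent: Alexa488-FN, 24 nM final / Read-out: inhibition of fibronectin deposition signal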
RAD54 branch: RAD54 (human) branch migration inhibition; Q92698; inhibition, % at 10.4 µM; RAD54 Holliday junction branch migration, FAM/BHQ fluorescence; hit rate 0.14% among 360,000;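 active means mean normalized replicate activity at least 40 and at least half of replicates scoring 40 or more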;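 further: 0% = median of neutral control wells and 100% = median of positive control wells; inhibitors cause a drop in the FAM fluorescence signal; in these data hits start at about 50%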
Target sequence (Q92698 whole entry, looked up): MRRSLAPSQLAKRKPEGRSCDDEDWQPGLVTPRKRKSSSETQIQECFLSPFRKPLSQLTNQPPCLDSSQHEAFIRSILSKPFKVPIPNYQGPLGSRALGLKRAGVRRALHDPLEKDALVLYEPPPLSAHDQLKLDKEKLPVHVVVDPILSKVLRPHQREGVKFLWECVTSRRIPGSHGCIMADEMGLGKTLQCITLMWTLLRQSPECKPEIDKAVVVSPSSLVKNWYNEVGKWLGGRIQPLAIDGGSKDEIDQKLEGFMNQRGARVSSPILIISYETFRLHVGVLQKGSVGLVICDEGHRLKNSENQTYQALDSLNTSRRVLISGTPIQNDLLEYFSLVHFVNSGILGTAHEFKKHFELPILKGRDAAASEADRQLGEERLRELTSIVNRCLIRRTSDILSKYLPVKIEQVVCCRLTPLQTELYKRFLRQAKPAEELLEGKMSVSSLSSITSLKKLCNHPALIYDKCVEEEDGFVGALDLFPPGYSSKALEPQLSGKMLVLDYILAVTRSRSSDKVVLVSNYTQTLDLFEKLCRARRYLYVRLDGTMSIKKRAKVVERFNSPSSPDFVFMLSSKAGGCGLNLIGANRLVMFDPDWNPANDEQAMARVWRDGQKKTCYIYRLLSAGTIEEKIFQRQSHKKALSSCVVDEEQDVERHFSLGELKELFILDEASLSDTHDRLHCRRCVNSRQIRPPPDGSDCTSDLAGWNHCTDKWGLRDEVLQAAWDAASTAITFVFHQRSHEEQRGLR
EWS-Fli block: blocks EWS/Fli oncoprotein-driven transcription | inhibition, % at 12.6 µM | A673 NR0B1-luciferase reporter, viability-normalised | hit rate 0.67% among 350,000 | AID 651661;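 active means mean inhibition of at least 50% after viability correction, with every replicate also passing that limit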;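 further: firefly luciferase signal divided by Alamar Blue viability fluorescence both relative to DMSO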
E-selectin induc: induces E-selectin expression in human endothelial cells; HUVEC E-selectin immunofluorescence imaging; normalized: neutral wells 0, TNF-alpha wells 100; activation, % at 7.58 µM; hit rate 0.37% among 260,000;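 active means mean E-selectin-positive cell signal at least 10% of the positive control, reached in at least 60% of replicates, without over 20% cell loss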;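 further: in these data hits start at about 27%; measured in HUVEC primary endothelial cells; signal is the percent of cells scored E-selectin positive by PE staining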
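Test system: HUVEC; input: 3,000 HUVEC/well; measured by: immunofluorescence imaging; read-out: % PE-positive cells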
S100A4 MyoIIA: inhibitors of human S100A4 binding to myosin IIA peptide; hit rate 0.14% among 360,000; P26447; S100A4/TAMRA-MyoIIA peptide fluorescence polarization; inhibition, % at 10.7 µM; AID 652163;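 active means mean inhibition of at least 70% across replicates, with every replicate also reaching that level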
Target sequence (P26447 whole entry, looked up): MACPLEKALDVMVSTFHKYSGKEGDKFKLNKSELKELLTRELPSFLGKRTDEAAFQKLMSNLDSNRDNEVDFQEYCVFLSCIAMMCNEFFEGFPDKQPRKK
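Material: human S100A4 monomer with TAMRA-labelled myosin IIA peptide; buffer or medium: HEPES pH 7.2 with CaCl2, KCl, NaCl, DTT, Triton; compound dosing: one concentration per compound; schedule: 5 min incubation before reading; benchmarks: neutral control DMSO, positive control TFP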
Active calls of the source: *; x = no result given. An unsorted share of the library; 3% or so of the library scored in one or more.

mol	RAD52 anneal inh	esBAF inh	XiGFP reactiv	FN deposit inh	RAD54 branch	EWS-Fli block	E-selectin induc	S100A4 MyoIIA
CCn1c(C2CC(=O)N(c3cc(C)cc(C)c3)C2)nc2ccccc21 (configuration not stated)	9	-4	0.6	1	-4	-6	0.3	-3
Cc1ccc(O)c(N=Cc2sc3ccccc3c2Cl)c1	-15	-4	0.0	1	2	-12	0.5	-10
COc1cnc(NS(=O)(=O)c2ccc(N)cc2)nc1	-12	8	0.1	2	1	-16	0.7	1
O=C(CN1C(=O)c2ccccc2C1=O)NCC(=O)OCC(=O)c1ccc(Cl)cc1	-8	x	0.3	7	x	1	-0.5	-2
Cc1noc(C)c1S(=O)(=O)N(C)C[C@H]1Oc2ccc(NC(=O)Cc3ccccc3)cc2C(=O)N([C@H](C)CO)C[C@@H]1C	-13	-2	0.2	-4	4	-4	-0.1	2
C[C@H](CO)N1C[C@H](C)[C@H](CN(C)C(=O)Nc2ccc(C(F)(F)F)cc2)Oc2ncc(C#C[C@@H](C)O)cc2C1=O	3	4	-0.5	5	0	1	0.2	2
C[C@H](CO)N1C[C@H](C)[C@H](CN(C)CC2CCCCC2)Oc2ccc(NC(=O)CCCN(C)C)cc2CC1=O	8	0	0.0	x	-1	2	-3.0	3
COc1ccc(OCCSCc2nnc(NC(=O)Nc3ccc(Cl)cc3)s2)cc1	-7	x	1.1	1	x	9	-0.3	0
CCSc1oc(-c2ccccc2)nc1S(=O)(=O)c1ccccc1	-101	12	x	x	-20	x	x	-9
C[C@@H]1CN([C@H](C)CO)C(=O)c2cccc(NS(=O)(=O)c3ccc(Cl)cc3)c2O[C@@H]1CN(C)Cc1ccc(Cl)c(Cl)c1	8	-2	-0.2	x	-2	6	-0.4	8
CC1CCN(CC(=O)NCc2ccco2)CC1	-20	4	0.4	-2	8	-1	0.1	0
COCC(=O)Nc1ccc2c(c1)OC[C@H](C)N(C(=O)c1ccccn1)C[C@@H](C)[C@@H](OC)CN(C)C2=O	x	-5	0.3	-3	-17	-3	-0.1	x
O=C(NCCc1csc(-c2cccnc2)n1)c1ccco1	-7	-3	0.1	-4	7	-7	x	1
O=C(COc1ccc(F)cc1Br)NCC1(N2CCCCC2)CCCCC1	-13	x	-0.1	1	-6	5	-0.1	-1
CC(CCc1ccccc1)NC(=O)COC(=O)c1ccc(NC(=O)CC#N)cc1 (configuration not stated)	-4	1	0.1	-6	-3	-7	0.0	-1
C[C@H](O)C#Cc1cnc2c(c1)C(=O)N([C@@H](C)CO)C[C@H](C)[C@H](CN(C)C(=O)c1ccncc1)O2	-1	2	-0.2	x	-6	-6	-0.1	-4
COc1cccc(NC(=S)C(C#N)=C2N(C)c3ccccc3N2C)c1	-27	-3	0.0	-1	5	7	3.0	-11
Cc1cc(C)c(C#N)c(SCC(=O)c2ccc(Cl)cc2Cl)n1	13	4	x	x	-3	-13	x	-2
NC(=S)N=Nc1c(O)n(CCCl)c2ccc(Br)cc12	5	-10	0.1	7	2	31	-4.2	1
Cc1ccc(NC(=O)CCNC(=O)c2ccco2)cc1F	-11	0	0.0	-3	-8	-4	-0.1	-3

The closing three entries of the section before are carried over, then new ones follow.
mol	RAD52 anneal inh	esBAF inh	XiGFP reactiv	FN deposit inh	RAD54 branch	EWS-Fli block	E-selectin induc	S100A4 MyoIIA
Cc1cc(C)c(C#N)c(SCC(=O)c2ccc(Cl)cc2Cl)n1	13	4	x	x	-3	-13	x	-2
NC(=S)N=Nc1c(O)n(CCCl)c2ccc(Br)cc12	5	-10	0.1	7	2	31	-4.2	1
Cc1ccc(NC(=O)CCNC(=O)c2ccco2)cc1F	-11	0	0.0	-3	-8	-4	-0.1	-3
CC(C)NC(=O)N(C)C[C@@H]1Oc2ccc(NC(=O)CCCN(C)C)cc2C(=O)N([C@H](C)CO)C[C@@H]1C	-12	1	0.0	x	-8	4	-6.3	9
COc1ccc(CN2C(=O)CC(C(=O)NCCc3ccc(S(N)(=O)=O)cc3)SC2=Nc2ccccc2)cc1 (configuration not stated)	-24	x	0.1	1	x	-8	x	-6
COCC1CCN(Cc2cn(Cc3ccccc3)nc2-c2cc3ccccc3o2)CC1	-2	x	0.0	2	x	4	0.2	-9
C[C@@H]1CN([C@@H](C)CO)C(=O)c2cc(NS(=O)(=O)c3ccccc3)ccc2O[C@@H](C)CCCCO[C@@H]1CN(C)C	3	-2	0.0	1	0	-3	1.1	-7
C[C@H](CO)N1C[C@H](C)[C@H](CN(C)C(=O)Nc2ccc3c(c2)OCO3)Oc2ncc(-c3cccnc3)cc2C1=O	6	-4	-0.4	4	-15	-1	-0.6	5
COc1ccc(C)cc1NC(=O)COC(=O)c1ccccc1SCC(=O)N1CCCC1	-6	-2	0.0	-4	8	-3	-0.1	-2
Cc1nn(CCOc2ccccc2Cl)c(C)c1[N+](=O)[O-]	-12	3	0.2	-2	0	6	0.0	-3
CC(Oc1ccc2c(c1)oc(=O)c1ccccc12)C(=O)NC(Cc1c[nH]c2ccc(O)cc12)C(=O)O (configuration not stated)	-10	0	x	x	14	-3	x	2
O=C([C@@H]1[C@@H](CO)[C@@H]2Cn3c(cccc3=O)[C@@H]2N1CC1CCCC1)N1CCc2ccccc2C1	-15	-3	0.0	x	7	1	0.5	15
CCOC(=O)C1=C(c2ccccc2)Nc2ncnn2C1c1ccc(C(=O)O)cc1 (configuration not stated)	-2	-6	-0.4	4	3	-5	0.5	4
CC(C)CCN(C(=O)C1CCCC1)c1c(N)n(Cc2ccccc2)c(=O)[nH]c1=O	-10	-9	0.3	4	3	-5	x	-3
CCC(=O)Nc1ccc2c(c1)OC[C@@H](C)N(Cc1cccnc1)C[C@H](C)[C@@H](OC)CN(C)C2=O	6	-4	0.1	-11	-11	-5	0.0	1
O=C(O)c1ccc(NC(=O)c2ccc(COc3ccc(Cl)cc3)o2)cc1	-22	3	0.1	3	-4	-29	-0.1	-2
CC(C)[C@@H]1NC(=O)c2cc([N+](=O)[O-])cc(I)c2NCCC[C@@H](C(=O)NC(CC(=O)O)C(N)=O)NC(=O)[C@H](CO)NC1=O (some centres not stated)	x	-4	0.1	-6	-10	-15	0.2	x
COc1ccc(Cc2nnc(NC(=O)C3CC(=O)N(c4ccccc4)C3)s2)cc1OC (configuration not stated)	-12	-4	0.1	-1	-9	2	0.0	-4
NC(=O)NC(=O)c1nccnc1C(=O)O	-16	-4	0.0	4	-4	-25	0.1	-3
COc1ccccc1-c1cn(CC[C@@H]2CC[C@H](NC(=O)C3CCOCC3)[C@@H](CO)O2)nn1	-6	-1	0.0	x	-3	3	-2.3	1
CC(C(=O)c1ccccc1)C(O)c1ccccn1 (configuration not stated)	11	9	0.0	-5	0	0	0.0	5
Cc1ccc(-c2nn(-c3ccccc3)cc2CO)cc1	-8	90*	0.0	5	1	-90	x	-1
O=C(COC(=O)c1cccs1)Nc1ccccc1	-7	5	x	x	6	2	x	1
CCOC(=O)c1c(C)[nH]c(C)c1S(=O)(=O)NCCc1ccc(SC)cc1	-20	-3	0.3	-3	8	x	x	-2
CO[C@H]1CN(C)C(=O)c2cc(NS(=O)(=O)c3cn(C)cn3)ccc2OC[C@H](C)N(Cc2cccc(F)c2)C[C@H]1C	5	-2	0.2	-2	0	3	-0.2	-13
Cc1ccc(C(=O)OCC(=O)NCCNC(=O)COC(=O)c2ccc(C)s2)s1	-12	1	0.0	9	-30	-6	-0.5	18
CCS(=O)(=O)Nc1ccc2c(c1)C(=O)N(C)[C@H]1CC[C@H](CC(=O)N3CCN(C)CC3)O[C@H]1CO2	-8	1	0.0	3	3	7	0.0	-29
Cc1[nH]c2ccccc2c1/C=N/NC(=O)c1cccs1	-85	x	0.0	-2	x	2	0.1	0
O=C(CCN1CCCCC1)N[C@@H]1CC[C@H](CCNC(=O)c2cc(Cl)cc(Cl)c2)O[C@@H]1CO	-2	1	0.5	-6	-1	2	-0.3	-35
C/C=C/c1ccc([C@H]2[C@@H](CO)N3CCCCN(C(=O)Nc4ccccc4F)C[C@@H]23)cc1	-5	x	0.0	x	10	-1	-0.4	-10
COc1cccc(S(=O)(=O)Nc2ccc3c(c2)[C@H]2C[C@@H](CC(=O)NCc4ccccc4F)O[C@@H](CO)[C@H]2O3)c1	-5	3	0.0	x	6	3	0.0	-3
O=C(Nc1ccc(Cl)cc1)/C(=C/c1cccc(O)c1)c1nc2ccccc2s1	-76	x	0.9	16	x	30	8.7	2

Record cards, from the list above. Order of screens: RAD52 anneal inh, esBAF inh, XiGFP reactiv, FN deposit inh, RAD54 branch, EWS-Fli block, E-selectin induc, S100A4 MyoIIA
`Cc1ccc(C(=O)OCC(=O)NCCNC(=O)COC(=O)c2ccc(C)s2)s1` as listed: -12, 1, 0.0, 9, -30, -6, -0.5, 18
`O=C(Nc1ccc(Cl)cc1)/C(=C/c1cccc(O)c1)c1nc2ccccc2s1` as listed: -76, x, 0.9, 16, x, 30, 8.7, 2
`COc1cccc(S(=O)(=O)Nc2ccc3c(c2)[C@H]2C[C@@H](CC(=O)NCc4ccccc4F)O[C@@H](CO)[C@H]2O3)c1` as listed: -5, 3, 0.0, x, 6, 3, 0.0, -3
`CO[C@H]1CN(C)C(=O)c2cc(NS(=O)(=O)c3cn(C)cn3)ccc2OC[C@H](C)N(Cc2cccc(F)c2)C[C@H]1C` as listed: 5, -2, 0.2, -2, 0, 3, -0.2, -13
`Cc1[nH]c2ccccc2c1/C=N/NC(=O)c1cccs1` as listed: -85, x, 0.0, -2, x, 2, 0.1, 0

From PubChem BioAssay
